Compound activity deposited in PubChem BioAssay by National Center for Advancing Translational Sciences (NCATS).
IL1B secr inh: inflammasome signaling inhibition, IL-1 beta readout. THP-1 LPS/ATP IL-1B secretion, AlphaLISA, 16 h; hits give low values. 360,000 tested, 4.7% active. activity change, % at 57.5 µM; in the data active means activity change below about -50%; inconclusive means mostly about -30% to -49%; further: on the % scale 0 is the no-effect control and ±100 the full control effect
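THP-1 cells pretreated 1 hr with compounds (up to 57.5 uM final), then stimulated with LPS (250 ng/mL final) plus ATP (1.25 mM final); secreted IL-1B measured by AlphaLISA after 16 hr, decreased signal indicating inhibition.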
SW480 rereplic: inducers of DNA re-replication in SW480 colon cancer cells. Potency, µM (highest dose often 46.1 µM), for inactives: top-dose re-replication activation, actives largely listed as activators. SW480 DNA re-replication, Hoechst DNA content imaging, 48 h. 340,000 tested, 1.8% active; further: potency means the concentration at half of the fitted maximal effect; % of control where 0% means no effect; nearly all actives have a fitted effect of over 55% in size
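Treated cells incubate 48 hr (37 C, 5% CO2), are stained 40 min with Hoechst, and nuclear fluorescence is enumerated; a rise in nuclei with high DNA signal marks re-replication.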
HT1080 IDH1KD tx: kills HT-1080 cells with IDH1 knockdown. AID 686971. 360,000 tested, 2% active. Potency, µM (titrated, usually from 46.1 µM), without a hit: top-dose activity, negative = toxicity, usual class: cytotoxic. HT-1080 IDH1 knockdown viability, ATP luminescence, 48 h;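 further: potency means the concentration at half of the fitted maximal effect; 0% = DMSO wells and -100% = cell-free medium wells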
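Cytotoxicity counter-line: IDH1KD HT-1080, 48 h, CellTiter-Glo. Curves classed by r2, magnitude and activity.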
ATXN viability: reduces viability in counter-screen for ATXN expression inhibitors. S2 cells (HEK-293 line with an ATXN2-luciferase reporter) viability, CellTiter-Fluor protease fluorescence, 24 h. Potency, µM (top dose mostly 56.7 µM), hits mostly cytotoxic. 400,000 tested, 0.49% active; further: potency means the concentration at half of the fitted maximal effect; nearly all actives have a fitted effect of over 40% in size
HepG2 tox: kills HepG2 cells in TGF-b inhibitor counter-screen; HepG2 CAGA-GFP viability, ATP luminescence, 18 h; AID 588856; 410,000 tested, 0.76% active; Potency, µM (highest dose often 46.1 µM), inactives show at the top dose activity change, negative = cytotoxicity, most hits filed as cytotoxic; further: potency means the concentration at half of the fitted maximal effect; some results filed as inactive show a strong effect at the top dose
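HepG2 CAGA-GFP cells (1000/well, DMEM with 1% FBS) received compound, then TGF-beta at 500 pg/mL final, and were incubated 18 hours at 37 degrees C. Viability was read by CellTiter-Glo luminescence. Media-only wells were set as complete cell-killing and DMSO as no toxicity.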
HT1080NT lethal: kills 2HG-producing HT-1080-NT fibrosarcoma cells | 360,000 tested, 1.6% active | HT-1080-NT fibrosarcoma viability, CellTiter-Glo ATP luminescence, 48 h | Potency, µM (top dose mostly 46.1 µM), for inactives: top-dose activity, negative = less viability, most hits filed as cytotoxic;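 further: NT is the 2HG producing partner of a matched IDH1 knockdown line; potency means the concentration at half of the fitted maximal effect; 0% = DMSO-treated cells and -100% = media-only wells without cells; nearly all actives have a fitted effect of over 55% in size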
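Luminescent CellTiter-Glo readout after 48 hours of compound exposure at 37 degrees C defined viability of HT-1080-NT cells. Activity was normalized to DMSO wells and cell-free media wells; concentration-response curves were fitted and assigned curve classes.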
MCF10A rereplic: induces DNA re-replication in MCF 10a normal breast cells; Potency, µM (highest dose often 46.1 µM), for inactives: at the top dose activity, positive = re-replication, hits mostly activators; AID 624296; MCF 10A DNA re-replication, Hoechst nuclear intensity, 48 h; 350,000 tested, 2.9% active; further: potency means the concentration at half of the fitted maximal effect; % of control where 0% means no effect; nearly all actives have a fitted effect of over 50% in size
ATXN2 expr inh: inhibitors of ATXN2 expression | 360,000 tested, 0.72% active | Potency, µM (series often up to 57 µM), for the others: top-dose activity change, negative = inhibition, most hits filed as inhibitors | HEK-293 ATXN2-luciferase reporter, luminescence, 24 h; further: potency means the concentration at half of the fitted maximal effect; on the % scale 0 is the no-effect control and ±100 the full control effect; nearly all actives have a fitted effect of over 55% in size
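ATXN2-luciferase reporter cells (luciferase flanked by upstream and downstream ATXN2 gene portions) were treated 24 h at 37 °C with compounds at up to 57 uM. SteadyGlo luminescence gave expression; GF-AFC fluorescence gave viability.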
KB-3-1 tox: KB-3-1 parental cell cytotoxicity; KB-3-1 viability, CellTiter-Glo ATP luminescence, 72 h; Potency, µM (series often up to 46.1 µM), inactives show top-dose activity change, negative = cytotoxic, hits mostly cytotoxic; 400,000 tested, 1.4% active; further: potency means the concentration at half of the fitted maximal effect; on the % scale 0 is the no-effect control and ±100 the full control effect; nearly all actives have a fitted effect of over 60% in size
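Cytotoxicity in the drug-sensitive parental line KB-3-1 was scored as loss of CellTiter-Glo luminescence following 72 h incubation with compound. Values come from curve fitting of normalized concentration-response data.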
Active calls of the source: *; i = inactive; ? = inconclusive; / = not tested or not shown; & = joins results of further samples; [ ] = another dose, or the depositor's remark. Unless noted, the call rests on the fitted dose curve; in most records, active means well fitted curve in the direction sought with a large enough effect; inconclusive means small, poorly fitted or top-dose-only effect, or another doubt; inactive means no such curve, though single readings can be large; an effect the other way counts as inactive or inconclusive. Compounds were not picked by outcome; 8.9% or so of the library scored in one or more.

SMILES	IL1B secr inh	SW480 rereplic	HT1080 IDH1KD tx	ATXN viability	HepG2 tox	HT1080NT lethal	MCF10A rereplic	ATXN2 expr inh	KB-3-1 tox
O=C(COC(=O)COc1ccc(Cl)cc1)Nc1ccc(F)c([N+](=O)[O-])c1	11	7%	15%	i	-1%	-3%	-2%	-4%	-4%
CC(NC(=O)Cn1cccc1)c1ccccc1 (configuration not stated)	-3	-2%	12%	i	7%	15%	-2%	6%	2%
Cc1c(NC(=O)c2cccc(NC(=O)C(C)Oc3ccccc3)c2)c(=O)n(-c2ccccc2)n1C (configuration not stated)	32	/	-3%	i	-17%	4%	/	/	-2%
O=Cc1cn(-c2ccccc2)nc1-c1cc2cc(O)ccc2oc1=O	48	27%	1%	/	1%	9%	-9%	-2%	-3%
O=C(COc1ccccc1Cl)Nc1ccc(Cl)c(-c2nc3ccccc3o2)c1	/	/	/	i	6%	/	/	13%	-4%
CC1(C)CC(=O)C(C=Nc2cccnc2)=C(O)C1	-2	-9%	-4%	i	-12%	8%	-8%	2%	-6%
CC(=O)Nc1cc2c(cc1[N+](=O)[O-])-c1ccc(F)cc1C2	-81*	?	-13%	i	8%	-6%	12%	18%	-1%
COc1ccc(-n2nnc3c(SCC(=O)NCC4CCCO4)ncnc32)cc1 (configuration not stated)	-98*	12%	-12%	?	-2%	1%	?	?	6%
COc1cc(NC(=O)c2ccccc2C)c(OC)cc1NC(=O)CN1CCOCC1	-23	3%	19%	i	-5%	?	?	-2%	12%
O=C(Nc1ccccc1)Nc1scc2c1c(=O)oc1ccccc12	-10	-4%	21%	i	17%	9%	-4%	4%	2%
COc1ccccc1CCNC(=O)C(=O)Nc1cc2c3c(c1)CC(=O)N3CCC2	-2	0%	-1%	i	-38%	-4%	3%	-7%	?
O=C(NCc1ccccc1)c1ccc2c(c1)CCN2S(=O)(=O)c1ccc(Cl)cc1	/	/	/	i	-1%	/	/	-8%	-13%

Three records picked at random from the list so far, as already listed:
SMILES	IL1B secr inh	SW480 rereplic	HT1080 IDH1KD tx	ATXN viability	HepG2 tox	HT1080NT lethal	MCF10A rereplic	ATXN2 expr inh	KB-3-1 tox
CC(=O)Nc1cc2c(cc1[N+](=O)[O-])-c1ccc(F)cc1C2	-81*	?	-13%	i	8%	-6%	12%	18%	-1%
COc1ccccc1CCNC(=O)C(=O)Nc1cc2c3c(c1)CC(=O)N3CCC2	-2	0%	-1%	i	-38%	-4%	3%	-7%	?
Cc1c(NC(=O)c2cccc(NC(=O)C(C)Oc3ccccc3)c2)c(=O)n(-c2ccccc2)n1C (configuration not stated)	32	/	-3%	i	-17%	4%	/	/	-2%

New compounds follow:
SMILES	IL1B secr inh	SW480 rereplic	HT1080 IDH1KD tx	ATXN viability	HepG2 tox	HT1080NT lethal	MCF10A rereplic	ATXN2 expr inh	KB-3-1 tox
CC(C)(C)n1nc2c(c1NC(=O)c1ccc(S(=O)(=O)N3CCCC3)cc1)CS(=O)C2 (configuration not stated)	18	0%	4%	i	4%	0%	-4%	-3%	4%
CC(=O)c1ccc(NC(=O)CN2CCN(c3ccccc3)CC2)cc1	10	?	2%	i	-3%	6%	-32%[inhibitor][9.22 µM]	9%	2%
Cc1cccc(OCC(=O)Nc2nnc(S(=O)(=O)N3CCCCC3)s2)c1	6	0%	4%	i	-7%	-8%	-1%	-5%	16%
O=S(=O)(c1ccc(Cl)c(NC(=S)N/N=C/c2ccc(O)cc2)c1)N1CCOCC1	-20	18µM*	-15%	?	-16%	-21%	?	?	?
CC1CCCN(C(=O)COC(=O)Cc2ccc(Cl)cc2)C1 (configuration not stated)	0	-60%[inhibitor]	30%	i	1%	18%	-31%[inhibitor]	-7%	2%
COc1ccc(NC(=O)c2ccc(C)o2)c([N+](=O)[O-])c1	0	/	-17%	i	-12%	?	6%	32%	10%
Cc1ccc(NC(=O)CS(=O)(=O)c2cn(C)c3ccccc23)c(C)c1	-10	1%	-3%	i	-12%	2%	-5%	-4%	-2%
O=C(COC(=O)Cc1ccc(Cl)c(Cl)c1)NCCc1ccccc1	6	/	9%	i	-17%	5%	/	/	-1%
CCn1c(SCC(=O)Nc2ccccc2C(=O)OC)nnc1-c1ccoc1C	4	1%	-2%	i	-5%	-4%	?	-1%	-6%
Clc1ccc(-c2cn3ccccc3n2)cc1	96	4%	-23%	i	-34%	0%	-3%	0%	-29%
COCCCNC(=O)Cc1ccc(-n2c(C)nc3cccnc32)cc1	23	-2%	0%	i	5%	-4%	-18%	9%	-2%
COc1ccc2c(c1)CCCC21NC(=O)N(CC(N)=O)C1=O (configuration not stated)	11	-3%	8%	i	1%	4%	-1%	-7%	-1%
Cc1nc2sc(C(c3ccco3)N3CCN(c4ccccc4)CC3)c(O)n2n1 (configuration not stated)	18	-9%	14%	i	9%	14%	2%	17%	10%
CC1CC(=O)Nc2ccccc2N1S(=O)(=O)c1ccc(C(F)(F)F)cc1 (configuration not stated)	i	?	17%	i	1%	11%	0%	-4%	0%
CN(CC(=O)Nc1ccc(Cl)c(Cl)c1)C(=O)c1ccccc1SCC(=O)N1CCCC1	-16	/	-9%	i	-24%	-11%	/	/	-4%
CC(=O)c1ccc(-c2[nH]c3ccccc3c2CCN2C(=O)c3ccccc3C2=O)cc1	12	109%	2%	i	-20%	4%	13%	-18%	0%
COc1ccc(C(=O)NCc2cn3c(C)csc3n2)cc1OC	7	-4%	10%	i	-13%	2%	-9%	1%	-6%
COc1ccc(OC)c(N(CC(=O)Nc2ccc(NC(C)=O)cc2)S(C)(=O)=O)c1	19	-3%	3%	i	0%	-6%	-9%	44%[activator]	5%
Nc1ccn([C@@H]2O[C@H](CO)[C@@H](O)[C@@H]2O)c(=O)n1	61	7%&25%	?	i	-4%	-8%	26%	?	-1%
N#Cc1ccc(Cl)cc1NC(=O)CNCc1cccs1	33	2%	21%	i	-6%	13%	-1%	-3%	12%
COC(=O)c1cc(NC(=O)CSc2nncn2C)cc(C(=O)OC)c1	-8	-5%	9%	?	-11%	18%	1%	0%	-7%
Cn1ccc(NS(=O)(=O)c2cc(Br)ccc2Br)n1	0	-17%	-1%	i	4%	4%	8%	2%	6%
O=C(Cc1ccccc1)NCC(=O)Nc1ccc(OC(F)(F)F)cc1	19	-5%	-11%	i	7%	-14%	5%	-1%	5%
C[C@@H](NC(=O)[C@@H]1Cc2ccccc2CN1)C(=O)NCc1ccco1	16	-18%	22%	i	-20%	13%	22%	8%	0%
O=S(=O)(c1ccccc1)c1cnc(-c2cccnc2)nc1-c1ccc(Cl)c(Cl)c1	-25	-8%	0%	i	-6%	6%	2%	0%	-3%
COc1ccc(S(=O)(=O)Nc2ccccn2)cc1OC	-7	-4%	-1%	i	-8%	6%	-1%	3%	?
CC(C)C[C@@H]1Cc2[nH][nH]c(=O)c2[C@H](C(C)C)O1	0	/	?	i	/	-9%	/	10%	-14%
CCn1cnc2c1c(=O)n(Cc1csc(-c3ccccc3)n1)c(=O)n2Cc1ccccc1	-7	-7%	?	i	-24%	-11%	-41%[inhibitor]	-23%	-23%
Cc1ccccc1-c1cc(C(=O)NCc2cccs2)n(CC2CC(c3cccnc3)=NO2)n1 (configuration not stated)	-1	?	-21%	i	-18%	-8%	-25%	-20%	18µM*
Cc1ccc(-c2n[nH]c(Cc3ccccc3)n2)cc1	-3	-6%	-6%	i	0%	14%	-5%	/	-6%
O=C(O)c1ccc(NS(=O)(=O)c2cccc(C(=O)Nc3ccc([N+](=O)[O-])cc3)c2)cc1	4	-14%	15%	i	8%	8%	-3%	/	10%
CCOC(=O)c1c(-c2ccc(C)cc2)cn2ccccc12	5	-2%	0%[9.24 µM]	i	4%	1%	?	-9%	-9%
COc1ccc(-c2ccc3c(c2)S(=O)(=O)c2cccc(C(=O)NC[C@@H]4CCCO4)c2C3=O)cc1OC	4	6%	-15%	i	0%	2%	1%	-7%	-15%
COc1ccccc1NC(=O)CSc1nncn1-c1ccccc1	22	2%	2%	i	0%	9%	4%	/	-1%
NC(=O)c1ccc(Nc2ccc([N+](=O)[O-])cc2[N+](=O)[O-])cc1	?	-9%	3%	?	-18%	-20%	-7%	-11%	-12%
Cc1ccc(CNC(=O)CN(c2ccc(C)cc2)S(=O)(=O)c2c(C)n[nH]c2C)cc1	-19	?	0%	i	1%	-7%	-2%	0%	2%
O=C1COc2ccc(S(=O)(=O)N3CCN(c4ccccc4)CC3)cc2N1	11	-12%	-1%	i	-10%	-7%	5%	-4%	-5%
Cn1c(C(=O)N(Cc2ccccc2)Cc2cccs2)cc2sccc21	13	14%	-29%	i	0%	-1%	16µM*	-11%	0%
CCOC(=O)c1csc(COc2ccccc2Cl)n1	-12	-6%	12%	i	22%	15%	1%	/	3%
C=CCn1c(SCC(=O)c2ccc(O)c(O)c2)nnc1-c1cccc(OC)c1	2	-3%	-10%	?	-19%	1%	-9%	-9%	-12%
CCc1nc2c(OCc3ccc(Cl)cc3)cccn2c1N(C=O)Cc1ccc(OC)cc1	0	/	?	i	-2%	?	/	?	?
CCOc1ccc(S(=O)(=O)NCC2(N3CCCCC3)CCCCC2)cc1	-4	-9%	0%	?	-14%	5%	25%	-8%	9%
CC(C)CC(NS(=O)(=O)c1cccc(C(=O)O)c1)C(=O)O (configuration not stated)	3	-1%	16%	i	16%	10%	-10%	5%	5%
N#CC1=C2SCN(Cc3ccccc3)CN2C(=O)CC1c1cccs1 (configuration not stated)	10	-2%	15%	?	-3%	0%	-5%	1%	18%
O=C(CN1C(=O)NC2(CCc3ccccc32)C1=O)Nc1cc(C(F)(F)F)ccc1N1CCOCC1 (configuration not stated)	-17	-1%	-21%	?	-1%	-16%	3%	-5%	-6%
COc1ccc(OCC(=O)Nc2sc3c(c2C(=O)NCC2CCCO2)CCC3)cc1 (configuration not stated)	2	-1%	-7%	i	-26%	7%	18%	2%	0%
CCOC(=O)N1CCN(Cc2nnc(-c3ccccc3Cl)o2)CC1	-7	?	11%	i	-5%	0%	3%	-13%	9%
